High-throughput results: PubChem, several laboratories
STEP inh: STEP (human) phosphatase inhibition | recombinant STEP, OMFP fluorogenic substrate, fluorescence | inhibition, % at 20 µM | actives 0.25% (n = 360,000) | P54829;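 active = inhibition at 20 µM, scaled per plate between control wells, above about 37%, limit read from the data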;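 note: 0% = DMSO with enzyme and substrate and 100% = substrate only without enzyme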
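material = STEP tyrosine phosphatase | reagent = fluorogenic phosphatase substrate OMFP at 25 µM final | doses = single compound dose of 20 µM, 1% DMSO final | schedule = 20 min reaction, room temperature, in the dark | measured by = fluorescence, 480/540 nm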
TbMetRS inhib: Trypanosoma brucei MetRS inhibition | purified T. brucei MetRS, ATP depletion, Kinase-Glo luminescence | inhibition, % at 11.9 µM | actives 0.4% (n = 360,000) | AID 624268;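 active = inhibition above a per-plate cutoff of the control wells' mean inhibition plus 3 SD, cut at about 5.5% in these data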;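 note: 0% = DMSO wells median and 100% = median of wells with control inhibitor compound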
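Measured by: Kinase-Glo luciferase luminescence reporting remaining unconsumed ATP. Material: purified T. brucei MetRS enzyme. Doses: 11.9 µM compound single dose, 0.9% DMSO. Medium: HEPES buffer containing pyrophosphatase, BSA, spermine, DTT. Times: 15 min preincubation, 2 h reaction, all 25 °C. Reagent: methionine, ATP and bulk E. coli tRNA.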
NadD inh: inhibitors of Staphylococcus aureus NadD. purified NadD enzyme, colorimetric absorbance read-out. inhibition, % at 20 µM. actives 0.78% (n = 360,000); in the data active = inhibition above about 26%; note: some compounds past the cut are filed as inactive
Scp1 inh: blocks human Scp-1 phosphatase activity; Q9GZU7; Recombinant Scp1, phosphopeptide, malachite green phosphate absorbance; inhibition, % at 20 µM; actives 0.88% (n = 340,000);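 active = inhibition above about 50% at 20 µM, limit read from the data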;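 note: plate controls were DMSO wells with enzyme for no effect and wells lacking enzyme for full effect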
Target sequence (Q9GZU7 76-261 limits assumed): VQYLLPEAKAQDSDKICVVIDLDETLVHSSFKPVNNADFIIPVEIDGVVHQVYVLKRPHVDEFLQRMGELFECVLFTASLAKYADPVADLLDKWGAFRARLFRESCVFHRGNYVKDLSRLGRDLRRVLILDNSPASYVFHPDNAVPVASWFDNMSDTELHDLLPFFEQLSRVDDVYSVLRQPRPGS
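Assay system: SCP-1 catalytic fragment, aa 76-261 | Buffer or medium: Tris acetate buffer pH 5.5 with MgCl2 and Tween-20 | Compound: One concentration, 20 µM, with 1.0% DMSO | Also added: Phospho 17-mer peptide substrate | Signal: Absorbance at 630 nm | Incubation: 45 min enzyme reaction at room temperature | Measure: % inhibition of SCP-1 phosphate liberation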
CSN inh: CSN deneddylation inhibition. actives 0.38% (n = 360,000). inhibition, % at 12.5 µM. Purified CSN, SCF-Nedd8-OG deneddylation, fluorescence polarization. Q92905;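 active = pattern-corrected inhibition above about 35%, with an unprinted fluorescence ratio check between 0.5 and 1.5, limit read from the data, passing the limit was not always enough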;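 note: 0% = enzyme with substrate and 100% = substrate without enzyme; some results filed as inactive read as strong as hits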
Target sequence (Q92905 whole entry, looked up, one chain of several): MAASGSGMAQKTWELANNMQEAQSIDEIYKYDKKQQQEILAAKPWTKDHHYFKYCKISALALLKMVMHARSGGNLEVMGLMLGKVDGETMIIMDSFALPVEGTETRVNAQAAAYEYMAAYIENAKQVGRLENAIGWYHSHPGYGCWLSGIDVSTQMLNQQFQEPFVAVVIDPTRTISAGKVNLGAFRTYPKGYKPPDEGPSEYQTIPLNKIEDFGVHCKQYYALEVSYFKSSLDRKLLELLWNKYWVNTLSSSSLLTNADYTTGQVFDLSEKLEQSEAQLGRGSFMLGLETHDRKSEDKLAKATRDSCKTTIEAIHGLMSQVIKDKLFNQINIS
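Material: purified human Csn5 enzyme expressed in HEK293T cells / Medium: Tris buffer pH 7.5, NaCl, DTT, Tween-20, trehalose, ovalbumin / Compound dosing: 12.5 µM single point / Schedule: 90 min incubation of compound, enzyme and substrate at room temperature / Signal: fluorescence polarization of the substrate / Control set: no-enzyme wells high, enzyme-with-substrate wells low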
SUMO1-SIM PPI: alters human SUMO1 binding to SIM partners; SUMO1 binding to a labelled peptide, TR-FRET, 1 h; inhibition, % at 20 µM; actives 0.33% (n = 360,000); P63165; in the data active = inhibition above about 37%
MsrA inhibitor: inhibits bovine methionine sulfoxide reductase A | purified bovine MsrA, absorbance read-out | inhibition, % at 15.5 µM | actives 0.75% (n = 360,000) | AID 651718; in the data active = inhibition above about 4.5%;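 note: 0% = vehicle wells with enzyme and 100% = reference inhibitor wells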
LMPTP inh: blocks human LMPTP phosphatase; P24666; recombinant LMPTP-A, OMFP fluorogenic substrate, fluorescence intensity; inhibition, % at 20 µM; actives 0.22% (n = 360,000);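 active = compounds that cut the enzyme signal by at least half of the control window in the single-dose screen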;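 note: plate controls were DMSO wells with enzyme plus substrate for no effect and substrate without enzyme for full effect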
Target sequence (P24666 whole entry, looked up): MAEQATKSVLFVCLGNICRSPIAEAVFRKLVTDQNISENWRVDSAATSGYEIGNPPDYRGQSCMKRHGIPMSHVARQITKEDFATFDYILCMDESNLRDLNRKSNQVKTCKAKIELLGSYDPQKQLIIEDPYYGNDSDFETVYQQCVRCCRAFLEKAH
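Assay system: LMPTP-A enzyme. Input: 0.625 nM LMPTP-A final. Probe or stimulus: 400 µM OMFP. Compound dosing: single 20 µM dose. Schedule: 50 min dark incubation at room temperature. Detection: fluorescence intensity of OMFP turnover product. Read-out: percent inhibition versus substrate-only and uninhibited controls. Benchmarks: no-enzyme low control, uninhibited high control.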
DNMT1 inh: blocks human DNA methyltransferase DNMT1; P26358; DNMT1 molecular beacon, Hinp1I cleavage, fluorescence; inhibition (reported as % activation of signal), % at 10 µM; actives 0.83% (n = 360,000); in the data active = inhibition above about 50%
Rpn11 block: blocks the human proteasome subunit Rpn11; O00487; human 26S proteasome, Ub4-pepOG fluorescence polarization; 20S core pre-blocked with epoxomicin; calls only at 20 µM; actives 0.59% (n = 360,000); AID 588493;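 active = inhibition at 20 µM, scaled to each plate's controls, above about 33%, limit read from the data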
Target sequence (O00487 whole entry, looked up): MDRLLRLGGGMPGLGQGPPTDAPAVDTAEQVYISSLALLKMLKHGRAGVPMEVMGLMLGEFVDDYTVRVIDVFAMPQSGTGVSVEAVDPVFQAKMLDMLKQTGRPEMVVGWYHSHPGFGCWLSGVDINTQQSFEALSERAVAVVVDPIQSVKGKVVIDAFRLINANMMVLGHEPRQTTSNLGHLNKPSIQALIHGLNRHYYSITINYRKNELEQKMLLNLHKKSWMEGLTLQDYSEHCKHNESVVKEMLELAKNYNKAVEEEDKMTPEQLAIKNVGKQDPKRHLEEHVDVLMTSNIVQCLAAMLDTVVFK
An asterisk follows results filed as active; i = inactive; . = no result given. The order is random; about 3.9% have a hit in one of these screens.

SMILES	STEP inh	TbMetRS inhib	NadD inh	Scp1 inh	CSN inh	SUMO1-SIM PPI	MsrA inhibitor	LMPTP inh	DNMT1 inh	Rpn11 block
O=C(NCCCN1CCc2ccccc2C1)Nc1ccc(Cl)cc1	-2	3.4	-4	-4	2	-2	3.3	-1.7	-6	i
CC(C)c1c(C(=O)N/N=C/c2ccc(OCc3ccccc3)cc2)nnn1-c1nonc1N	1	-0.6	15	-5	-4	6	0.8	2.2	-8	i
CCCNC(=O)CCn1cc(-c2ccc(OC)cc2)nc1CCN	-2	-0.5	-3	-8	9	-1	0.5	-2.2	7	i
c1ccc(-c2cnc(-c3cccnc3)o2)cc1	-1	-1.1	-2	-12	0	-14	2.8	-1.5	1	i
COc1ccc(CCC(=O)N2CCN(S(=O)(=O)c3cccs3)CC2)cc1	-2	-0.2	-9	-8	0	1	-0.8	-1.5	-2	i
O=C1NCCN(Cc2ccoc2)C1CC(=O)N(CCO)Cc1ccccc1 (centres undefined)	3	-0.1	-1	-4	-2	3	0.6	-1.8	-1	i
O=C1C2CCC(C(O)C2)N1Cc1ccccc1 (centres undefined)	0	0.0	1	-11	-3	-4	1.1	-1.1	2	i
CC(C)NC(=O)NC(=O)COc1ccc(Br)cc1Br	-2	4.0	-2	-4	-4	1	0.9	-0.1	0	i
COc1ccc(Nc2oc(COc3cccc(C)c3)nc2C#N)cc1	0	-0.4	1	-12	-1	-1	0.6	2.7	-11	i
Cc1ccc(C)c(OCc2nnc(N)s2)c1	-2	-1.7	2	-8	0	1	0.6	-1.1	3	i
COc1cccc(CC(=O)n2nc(N)c3cc4ccc(OC)cc4nc32)c1	2	-0.4	7	-12	23	1	0.3	1.7	-8	i
COc1cccc(CNC(=S)Nc2ccc3c(c2)c(=O)n(C)n3Cc2csc(C)n2)c1	1	0.1	3	.	4	-3	0.8	0.8	-3	i
Cc1cc(OCC(=O)NCC2CCC(C(=O)O)CC2)c2c(C)c(Cc3ccccc3)c(=O)oc2c1 (centres undefined)	1	0.6	11	39	13	0	0.8	-0.8	-4	i
CC(C(=O)N(C1CC1)C1(C(=O)Nc2ccccc2)CCCC1)N1C(=O)c2ccccc2C1=O (centres undefined)	-4	-0.9	3	-11	1	-3	0.9	-0.3	-2	i
CC1CN(C(=O)c2cccc(S(=O)(=O)Nc3ccccc3Cl)c2)CC(C)O1 (centres undefined)	-2	-0.1	0	-13	2	-2	-1.1	0.6	-1	i
O=C(Nc1ccc(Cl)cc1-c1nc2ccccc2s1)c1ccco1	-2	-0.4	6	-11	-2	-5	.	1.1	9	i
Cc1cc(Nc2ccccc2F)n2ncnc2n1	0	2.4	1	3	-4	1	-0.2	-0.7	0	i
COc1ccc(S(=O)(=O)N2CCc3ccccc32)cc1[N+](=O)[O-]	2	-0.6	-7	-10	-4	-25	-0.6	1.6	0	i
O=C(Cc1ccc(S(=O)(=O)N2CCOCC2)s1)N1CCN(S(=O)(=O)c2cccc([N+](=O)[O-])c2)CC1	0	-0.4	-2	-1	1	-21	-0.5	0.8	-6	i
COc1cccc(NC(=O)C(=O)N2CCOCC2)c1	3	-0.5	6	-3	-4	0	-0.2	-1.8	2	i
O=C(CSc1ncnc2ccccc12)NCc1ccco1	1	0.1	4	38	-1	-1	-1.4	0.0	7	i
CP(C)(=O)CCP(=O)(c1ccccc1)c1ccccc1	0	0.3	-2	-10	1	-2	0.6	-0.2	3	i
COc1cccc(C(=O)OCC(=O)Nc2cc(C)c(C)cc2[N+](=O)[O-])c1	0	-0.8	-2	1	0	-1	0.2	-1.8	1	i
COc1ccccc1N(CC(=O)Nc1ccccc1C(=O)NC(C)C)S(C)(=O)=O	-3	1.4	4	-15	8	5	0.6	-0.5	1	i
O=S(=O)(NCc1ccc(Cl)cc1)c1ccc(Cl)nc1	7	0.4	2	-12	-4	-1	-0.6	-2.5	-2	i
CNc1ccc([N+](=O)[O-])cc1-c1nc2ccccc2[nH]c1=O	4	-1.3	4	15	-3	6	-1.2	3.7	51*	i
C[C@H](NC(=O)c1ccccc1Cl)C(=O)OCCOc1cccc(Cl)c1	0	0.2	-3	-13	-1	-1	2.3	0.9	3	i
CCCC(=O)Nc1ccc2c(c1)COC2=O	-4	-0.1	1	0	8	-2	0.4	-1.4	3	i
CC(=O)N1CCN(c2ccc(S(=O)(=O)NCCN(C(C)C)C(C)C)cc2[N+](=O)[O-])CC1	0	0.3	-4	2	4	-17	-0.5	0.0	-2	i
Cc1ccc(-c2nc(CSCC(=O)NCC3CCCO3)c(C)o2)cc1 (centres undefined)	-5	0.0	1	-6	0	4	-0.8	-1.6	0	i
Cn1c2ccccc2c2nnc(SCC(=O)NC3CCCC3)nc21	-3	-0.4	-2	-7	1	-20	1.0	-1.3	1	i
Cc1c(OCC(F)(F)F)ccnc1CSc1nc2ccccc2[nH]1	-3	1.1	0	0	1	-3	-0.3	-0.6	-1	i
O=C(Cn1cnc2ccccc21)Nc1ccc(C(=O)O)cc1	-2	-0.4	-2	5	-8	1	-0.2	1.0	-1	i
CCOC(=O)c1ccccc1NC(=O)CSc1nccn1C	-2	0.0	-1	-2	4	-1	-0.7	0.9	3	i
COc1ccc(CNC(=O)c2ccc(Cl)c(S(=O)(=O)N3CCCCCC3)c2)cc1	-1	-0.3	-6	.	1	2	-0.1	1.2	-1	i
COc1cc2ccccc2cc1C(=O)NC(=S)Nc1nnn(C)n1	1	0.2	7	3	0	-3	1.4	1.8	0	i
N#CC[C@H](c1ccccc1)N1CCN(Cc2ccccc2)CCC1=O	-2	-0.2	-5	-7	-2	3	-0.5	0.0	6	i
O=C1NC(=Nc2cccc(Cl)c2)SC1Cc1cccc(Cl)c1Cl (centres undefined)	1	-0.3	7	-2	-1	10	-0.3	2.7	46	i
COc1ccc(CN(C)C(=O)CNC(=O)CNC(=O)c2ccc(Cl)cc2Cl)cc1F	4	-0.3	-5	-7	3	2	0.2	-0.3	0	i
COc1ccc2c(=O)c(-c3ccccc3)coc2c1	0	0.3	2	-10	0	1	0.5	0.2	6	i

Full records from above:
`COc1ccc2c(=O)c(-c3ccccc3)coc2c1` across the screens: STEP inh: 0; TbMetRS inhib: 0.3; NadD inh: 2; Scp1 inh: -10; CSN inh: 0; SUMO1-SIM PPI: 1; MsrA inhibitor: 0.5; LMPTP inh: 0.2; DNMT1 inh: 6; Rpn11 block: i
`Cn1c2ccccc2c2nnc(SCC(=O)NC3CCCC3)nc21` across the screens: STEP inh: -3; TbMetRS inhib: -0.4; NadD inh: -2; Scp1 inh: -7; CSN inh: 1; SUMO1-SIM PPI: -20; MsrA inhibitor: 1.0; LMPTP inh: -1.3; DNMT1 inh: 1; Rpn11 block: i
`O=C1NC(=Nc2cccc(Cl)c2)SC1Cc1cccc(Cl)c1Cl` (centres undefined) across the screens: STEP inh: 1; TbMetRS inhib: -0.3; NadD inh: 7; Scp1 inh: -2; CSN inh: -1; SUMO1-SIM PPI: 10; MsrA inhibitor: -0.3; LMPTP inh: 2.7; DNMT1 inh: 46; Rpn11 block: i

More results
SMILES	STEP inh	TbMetRS inhib	NadD inh	Scp1 inh	CSN inh	SUMO1-SIM PPI	MsrA inhibitor	LMPTP inh	DNMT1 inh	Rpn11 block
CCc1ccc(OCCNC(=O)c2ccco2)cc1	-2	-0.1	2	-5	-3	0	-0.2	-1.5	2	i
O=C(O)c1ccc2c(=O)n3c(nc2c1)/C(=C/c1cccc(Cl)c1Cl)CCCC3	0	0.0	10	-8	-4	9	-1.3	-0.4	-1	i
Cc1ccc(S(=O)(=O)N(CC(=O)Nc2ccc(Cl)c([N+](=O)[O-])c2)C2CCCCC2)cc1	3	0.1	1	-10	4	-2	0.2	2.3	-14	i
c1ccc(-c2nc(C3CCCCC3)c3ccccc3n2)cc1	0	-0.5	6	2	106	2	-0.5	2.8	-1	i
NC(=O)C1(c2ccccc2)CCC(=O)N1c1ccccc1 (centres undefined)	-1	0.5	2	-7	3	-1	0.7	1.1	1	i
Cc1onc(-c2c(Cl)cccc2Cl)c1C(=O)N1CCc2ccccc21	2	-0.5	-10	-17	-5	-1	0.4	3.0	-3	i
COc1ccc(-c2oc(/N=C/N3CCCC3)c(C#N)c2-c2ccc(OC)cc2)cc1	-1	-1.5	12	5	-3	-1	0.9	1.4	-5	i
CS(=O)(=O)N1CCc2cc(S(=O)(=O)N3CCN(Cc4ccc5c(c4)OCO5)CC3)ccc21	2	-1.2	-9	10	1	-2	1.4	-0.7	-1	i
CC1CN(C(=S)NC(=O)c2ccccc2)CC(C)O1 (centres undefined)	2	-0.1	-13	-5	0	8	-1.3	-0.3	1	i
C/C(Cl)=C/CSc1nnc2n(N)c(=O)c3ccccc3n12	1	-0.3	12	-4	-4	4	0.7	-1.4	0	i
Cc1ccc(SCCNC(=O)c2ccc(C)c(S(=O)(=O)Nc3cccc(C)c3)c2)cc1	2	0.0	-4	-9	-2	0	-1.2	5.4	-13	i
Cc1cccc(NC(=O)Cn2cc([N+](=O)[O-])cn2)n1	-4	-0.8	-10	-12	-5	2	0.8	-0.5	-3	i
CC(C)(C)C(=O)Cn1c(=N)n(Cc2ccccc2Cl)c2ccccc21	-1	-0.2	-2	0	1	5	-0.6	1.3	6	i
NC(N)=N/N=C/c1ccc(Br)cc1	2	0.0	-3	0	-4	-6	-2.3	-0.2	10	i
CCOC(=O)c1cc2c(n(-c3ccc(Cl)cc3)c1=O)CCCC2=O	-1	-0.2	2	-6	0	-1	0.8	-0.7	0	i
CCN1CCN(c2cc(=O)n(Cc3ccc(F)cc3)c(=O)[nH]2)CC1	1	-0.8	0	-3	-4	-3	0.2	-0.3	-2	i
Cc1cc(C)cc(OCC(=O)NNC(=O)CN2C(=O)c3ccccc3C2=O)c1	0	-1.1	1	2	-12	-3	-1.4	-1.6	4	i
O=C(Nc1ncnc2sc3c(c12)CCCC3)c1ccncc1	3	0.1	-2	-8	-2	2	-1.1	0.1	0	i
Cc1ccccc1NC(=O)c1nc[nH]c1C(=O)NCc1ccccc1	3	0.4	1	10	8	14	-0.9	1.8	-6	i
Cc1sc2nc(CN3CCCC3)nc(N3CCN(S(=O)(=O)c4ccccc4)CC3)c2c1C	1	0.6	18	2	7	-5	2.1	6.2	33	i
Cc1ccc(C(=O)Nc2ncc3c(n2)CC(c2ccco2)CC3=O)cc1 (centres undefined)	0	-1.6	3	2	-2	3	0.2	36	0	i
